Screening data (PubChem BioAssay)
All columns: NCI-60 one-dose screen, growth in % after 48 h at 10 µM unless noted; 100 = growth as untreated, 0 = no growth, -100 = all killed.
HT29 – HT29 colon cancer | actives 7.4% (n = 81,000)
SF-268 – SF-268 CNS cancer cells; actives 3.1% (n = 82,000)
SNB-19 – SNB-19 CNS cancer cells. actives 2.5% (n = 81,000). AID 1794751
SF-539 – SF-539 CNS cancer | AID 1794752 | actives 6.8% (n = 81,000)
SW-620 – SW-620 colon cancer | actives 5.2% (n = 82,000) | AID 1794795
KM12 – KM12 colon cancer cells; actives 5% (n = 82,000); AID 1794800
SNB-75 – SNB-75 CNS cancer. actives 5% (n = 79,000)
SF-295 – SF-295 CNS cancer cells; AID 1794758; actives 5.6% (n = 79,000)
HCC-2998 – HCC-2998 colon cancer; actives 4.7% (n = 79,000); AID 1794799
* hit, by the source's call; · = not tested or not shown. The calls were made as follows: active = growth percent below 10; inactive = the rest.

SMILES	HT29	SF-268	SNB-19	SF-539	SW-620	KM12	SNB-75	SF-295	HCC-2998
FC(F)(F)c1ccc(-c2cnc(Cl)nc2N2CCC3(CC2)OCCO3)cc1	97	94	102	99	103	96	94	90	102
O=C1NC(=O)C(c2ccccc2)(c2ccccc2)N1Cc1cn(-c2c3ccccc3nc3ccccc23)nn1	85	89	89	99	86	91	85	99	104
COc1cc2nc(-c3ccco3)cc(OCCCN3CCC(O)CC3)c2cc1OC	29	49	50	45	27	48	67	38	52
c1ccc2c(c1)Oc1cccnc1-n1nccc1-2	100	102	103	106	102	100	89	108	110
Cc1ccc(C(=O)/C=C/c2coc(-c3ccc(Cl)cc3)n2)cc1	94	90	91	101	100	88	88	97	104
CC(=O)Nc1nc(C)c(C(=O)N/N=C/c2cccn2C)s1	101	96	117	103	102	105	109	114	71
O=C1/C(=C/c2ccccc2[N+](=O)[O-])Oc2ccc(O)cc21	-24*	79	79	15	-15*	64	54	89	73
COc1cc(-n2cc(C#N)c(N)c2C(=O)c2ccc(Br)cc2)cc(OC)c1OC	102	98	100	99	101	103	·	106	103
CCOC(=O)/C(=C\c1ccccc1)C(=O)c1ccccc1	76	89	95	107	80	69	83	97	98
CCOC(=O)CNC(=O)Nc1ccc2c(ccn2C(=O)c2cccc(F)c2)c1	96	97	99	102	100	103	85	95	95
N#CCS(=O)(=O)c1ccccc1	·	111	103	104	101	111	95	122	110
COc1ccccc1-c1cn2ccnc2c(-c2ccccc2O)n1	59	80	76	79	92	57	66	85	81
O=[N+]([O-])c1cccc(-c2nc3sccn3c2-c2ccnc(NCCNS(=O)(=O)c3ccc(Cl)cc3)n2)c1	71	86	98	101	120	69	·	78	126
CC(C)c1cc(-c2nc3ccc(Cl)cc3[nH]2)no1	92	99	93	105	93	88	113	96	100
CCn1c2ccccc2c2cc(-n3nncc3-c3ccccc3)ccc21	2.0*	35	24	-18*	21	17	27	16	15
COc1ccc2c(ccn2C(=O)N2c3ccccc3Sc3ccccc32)c1	-13*	63	31	12	17	24	-3.9*	16	49
CN(C)CCCN1c2ccccc2S(=O)c2ccc(Cl)cc21 (configuration not stated)	96	101	104	99	105	103	95	87	97
CC(Cc1ccccc1)NN (configuration not stated)	105	101	105	102	110	105	82	106	99
OC(Cc1ccccc1)(c1ccc(Cl)cc1)c1ccc(Cl)cc1	73	89	102	93	84	87	80	96	101
O=C1NC=C(C(=O)c2cc3ccccc3oc2=O)C(c2ccccc2)N1 (configuration not stated)	108	93	81	94	110	91	·	95	103
O=C(c1cc2cccnc2n1-c1ccc(Cl)c(Cl)c1)N1CCC1	103	93	95	97	93	90	87	107	96
O=S(=O)(Nc1ncccn1)c1ccc(N=Nc2ncccc2O)cc1	104	101	111	106	111	98	93	100	·
CC(=O)OC[C@H]1OC(Sc2sc(C(=O)c3ccc(C)cc3)c(N)c2-c2nc3ccccc3s2)[C@H](OC(C)=O)[C@@H](OC(C)=O)[C@H]1OC(C)=O (some centres not stated)	105	86	88	91	106	86	56	97	106
Cc1cccc(Cc2cnc(-n3nnc(C(=O)O)c3C)s2)c1	95	99	95	104	99	107	111	108	103

Part of the list above in a different format.
Molecule,HT29,SF-268,SNB-19,SF-539,SW-620,KM12,SNB-75,SF-295,HCC-2998
Cc1ccc(C(=O)/C=C/c2coc(-c3ccc(Cl)cc3)n2)cc1,94,90,91,101,100,88,88,97,104
O=C1NC=C(C(=O)c2cc3ccccc3oc2=O)C(c2ccccc2)N1 (configuration not stated),108,93,81,94,110,91,·,95,103
FC(F)(F)c1ccc(-c2cnc(Cl)nc2N2CCC3(CC2)OCCO3)cc1,97,94,102,99,103,96,94,90,102

Complete entries, looked up by structure:
`c1ccc2c(c1)Oc1cccnc1-n1nccc1-2` in the list: HT29: 100; SF-268: 102; SNB-19: 103; SF-539: 106; SW-620: 102; KM12: 100; SNB-75: 89; SF-295: 108; HCC-2998: 110
`O=S(=O)(Nc1ncccn1)c1ccc(N=Nc2ncccc2O)cc1` in the list: HT29: 104; SF-268: 101; SNB-19: 111; SF-539: 106; SW-620: 111; KM12: 98; SNB-75: 93; SF-295: 100; HCC-2998: ·
`CCOC(=O)CNC(=O)Nc1ccc2c(ccn2C(=O)c2cccc(F)c2)c1` in the list: HT29: 96; SF-268: 97; SNB-19: 99; SF-539: 102; SW-620: 100; KM12: 103; SNB-75: 85; SF-295: 95; HCC-2998: 95

The list goes on:
SMILES	HT29	SF-268	SNB-19	SF-539	SW-620	KM12	SNB-75	SF-295	HCC-2998
CCOC(=O)C1=C(C(=O)c2ccc(OC)cc2)C(c2cccc([N+](=O)[O-])c2)C(C(=O)c2ccc(OC)cc2)=C(C(=O)OCC)N1	86	100	·	95	92	86	86	91	104
C[C@@H](c1ccccc1)[C@@H](C(=O)O)c1ccccc1	103	106	92	96	103	109	88	99	·
N#Cc1ccc(-c2cn(CC(=O)Nc3nc4ccccc4s3)nn2)cc1	103	102	102	99	105	103	94	105	113
O=C1C(c2ccccc2)=C2C(=C1c1ccccc1)c1cccc3cccc2c13	98	101	104	102	96	104	84	93	89
Cc1ccc2c(C(C[N+](=O)[O-])c3ccccc3Cl)c(-c3ccccc3)[nH]c2c1 (configuration not stated)	60	77	93	86	76	79	62	66	97
O=[N+]([O-])c1ccc(Oc2ccccc2Cl)c([N+](=O)[O-])c1	90	85	96	95	40	89	83	102	112
CCOC(=O)c1cc(-c2ccc([N+](=O)[O-])cc2)n(-c2ccc(C(=O)O)c(O)c2)c1C	44	86	91	85	93	87	53	70	99
Cc1ccc(N(CC(=O)Nc2ccc(S(=O)(=O)NC3CCN(C)CC3)cc2)S(=O)(=O)c2ccc(Cl)cc2)cc1	10	69	88	85	10	61	59	101	30
O=C1C=CC(=O)N1C1CCCCC1	94	103	93	105	100	105	91	102	·
Cc1nc(N)sc1C(=O)Nc1ccc(F)cc1	107	102	103	107	106	111	96	111	88
O=C(Cn1c2ccccc2c2cnc3[nH]ccc3c21)N1CCOCC1	108	105	96	101	106	99	·	99	116
O=C(Cn1c(-c2ccccc2)nc2cc(Cl)c(Cl)cc21)N=Nc1c(O)[nH]c2ccc(Cl)cc12	51	104	88	79	82	74	101	78	86
O=C(Nc1cccc(-c2nc(-c3ccc(NC(=O)c4cccs4)cc3Cl)no2)c1)Nc1ccc(NC(=O)C2CC2)c(C(F)(F)F)c1	-11*	-34*	-18*	-85*	-50*	-65*	-66*	-63*	-55*
c1ccc2c(c1)[nH]c1c2cc[n+]2cc3c(cc12)CCCC3	19	23	35	38	21	26	77	·	25
O=C(Nc1ccc(I)cc1F)c1cc(I)ccc1O	79	14	17	9.9*	11	2.4*	1.7*	-34*	18
Cc1ccc2c(C3NCCc4c3[nH]c3ccccc43)cc(=O)oc2c1 (configuration not stated)	105	94	97	·	97	93	72	99	103
O=C1Nc2ccccc2C(c2c[nH]c3ccccc23)N1 (configuration not stated)	105	99	104	96	111	106	74	101	106
COc1ccc(NCc2cccn2Cc2cccc3ccccc23)cc1	101	87	102	99	97	96	95	101	102
COc1nc(/C=C\Nc2ccc3c(c2)OCCOCCOCCOCCO3)nc(OC)n1	100	93	103	97	94	101	72	91	98
c1ccc(CSc2ncnc3n[nH]nc23)cc1	104	99	103	99	103	98	96	99	106
N/C(=N\C(N)=N\c1nc2ccccc2s1)c1ccc([N+](=O)[O-])cc1	111	95	99	99	100	99	81	101	123
COc1ccc(/C=C/C(=O)c2ccc(NC(=O)CSc3nnc(-c4cc(OC)c(OC)c(OC)c4)o3)cc2)cc1	-81*	-77*	-49*	-90*	-62*	-92*	-90*	58	-72*
N#CC1(C#N)C2=C(CCCC2)NC(c2cccs2)C1(C#N)C#N (configuration not stated)	96	97	103	99	51	107	101	95	108
C(=C\c1ccncc1)/c1ccncc1	99	146	95	104	104	112	90	107	99
O=c1n(CCCCCCn2cnn(-c3ccccc3)c2=O)cnn1-c1ccccc1	104	99	88	100	101	98	79	98	106
O=C(CNCCCc1ccccc1)c1ccc(O)c(O)c1	98	77	94	53	·	84	76	102	101
COc1ccc(Nc2nn3c(C)cc(C)nc3c2C(N)=O)c(OC)c1	87	99	84	101	92	92	·	99	108
O=C(Cn1c(O)c(C=Nc2ccc(Nc3nccs3)cc2)c2ccccc21)c1ccc(F)cc1	120	87	105	100	98	101	64	103	114
O=[N+]([O-])c1ccc2ncccc2c1Cl	9.8*	39	63	13	15	-7.3*	74	-0.5*	106
COc1ccc(C)cc1NC(=O)CC(C)=O	98	112	104	112	112	111	99	·	111
COc1cc2ncnc(-n3ncc4cc(NC(=O)Nc5ccc(Cl)c(C)c5)ccc43)c2cc1OC	74	102	109	60	120	26	83	97	100
CN1C(=C=Cc2cc(I)c(O)c(I)c2)C(C)(C)c2ccccc21	89	106	93	85	88	93	98	100	98
CCN(C(=O)CN1C(=O)/C(=C/c2ccco2)SC1=S)C1CCS(=O)(=O)C1 (configuration not stated)	102	95	92	98	102	103	75	105	106
OCCNC(c1ccc(Cl)cc1)C(O)c1ccc(Cl)cc1 (configuration not stated)	81	87	97	94	90	92	72	90	92
CCOC(=O)c1ccc(N2C(=O)C(Cl)=C(Nc3cccc(C(F)(F)F)c3)C2=O)cc1	95	86	92	75	95	99	72	94	108
N#Cc1ncc(-c2ccc(C(F)(F)F)cc2F)c(NC2CCCCCC2)n1	95	99	85	87	94	101	68	94	103
c1ccc(-n2c(SCCc3c[nH]c4ccccc34)nnc2-c2ccncc2)cc1	98	100	96	99	105	101	98	101	109
O=C(Cn1cc(-c2ccccc2)nn1)Nc1nc(-c2ccc(F)cc2)cs1	99	99	102	102	104	101	104	81	98
CCCCC(CC)C(=O)CC(C)=O (configuration not stated)	107	103	107	104	107	106	100	95	100
Cc1cc(O)ccc1C1=NN(c2ccc(S(N)(=O)=O)cc2)C(=O)CC1	11	68	82	45	16	23	63	30	64
CCC(=O)N1C/C(=C/c2ccc(Br)cc2)C(=O)/C(=C/c2ccc(Br)cc2)C1	-59*	-39*	-33*	-81*	-64*	·	1.7*	-35*	-86*
CC(C)(C)n1nc(C2CC2)c(Br)c1NC(=O)c1ccccc1Cl	113	122	103	108	107	105	88	85	104
CCOC(=O)c1cn2c3c(cc(C)cc3c1=O)C(=O)/C(=C/c1ccc(C(F)(F)F)cc1)C2	96	91	95	91	91	100	·	104	105
N#CCCCCCn1c2ccccc2c2c3[nH]c(=O)[nH]c(=O)c3c3c4ccccc4n(CCCCCC#N)c3c21	27	20	56	-0.2*	61	24	26	44	54
O=C1C(=O)N(c2ccc(C(=O)O)cc2)C(c2ccccc2)/C1=C(/O)c1ccccc1 (configuration not stated)	102	94	102	102	104	102	86	94	106
CC(C)(C)n1cc(-c2ccnc(NCCNS(=O)(=O)c3cccc4ccccc34)c2)c(-c2ccccc2)n1	31	94	85	88	89	89	78	76	82
O=C1C2=C(C(=O)c3c(O)ccc(O)c31)N(c1ccc(N3CCOCC3)nc1)Cc1ccccc1O2	-48*	-42*	12	-72*	-54*	-35*	-20*	·	-66*
CCN(CC)CCOC(=O)c1cc(Cl)cc(-c2ccccc2)c1O	110	100	105	105	104	103	98	89	99
CC(C)(CO)NCc1ccc(Cl)cc1	106	121	111	121	111	115	92	100	112
Cc1ccc(C(NC(=O)c2ccccc2)c2ccc3cccnc3c2O)cc1 (configuration not stated)	22	8.8*	20	7.5*	31	27	33	10	31
CC1=C(C(=O)OC(C)C)C(c2cccc(O)c2)NC(=S)N1 (configuration not stated)	102	109	97	95	·	106	105	97	105
COc1ccc(C2OCC(C)(C)C(C(C)C)O2)cc1 (configuration not stated)	96	104	112	95	107	110	78	93	99
CCC1(c2ccccc2)NC(=O)N(C)C1=O (configuration not stated)	107	99	105	97	102	106	96	310	78
COc1cc(CNCCCN2C(=O)c3ccc4c5c(ccc(c35)C2=O)C(=O)N(CCCNCc2cc(OC)c(OC)c(OC)c2)C4=O)cc(OC)c1OC	-48*	-32*	-92*	-87*	-70*	-87*	-97*	-50*	-92*
CC1(C(=O)O)CCC(N)(C(=O)O)C1(C)C (configuration not stated)	103	112	105	108	108	111	90	97	120
CC(C)c1cc(C(C)C)c(S(=O)(=O)Oc2ccc(NC(=O)C3CCCCCCC3)cc2)c(C(C)C)c1	89	78	82	99	78	79	86	95	85
COc1ccc2sc3c(NCCO)nc4ccccc4c3c(=O)c2c1	101	100	95	86	101	89	103	100	115
CCN(CC)CCOc1ccc(-c2c(-c3ccccc3)c(=O)oc3ccccc23)cc1	52	87	91	93	87	100	82	104	99
Nc1cc2c(cc1Br)-c1ccc(F)cc1C2=O	104	100	100	91	114	111	80	116	102
O=C(OCc1ccc2c(Cl)cc(Cl)c(O)c2n1)N1CCN(C(=O)c2cc3ccccc3[nH]2)CC1	59	24	25	40	26	21	36	16	55

More compounds.
SMILES	HT29	SF-268	SNB-19	SF-539	SW-620	KM12	SNB-75	SF-295	HCC-2998
O=C(/C=C/c1ccc[nH]1)c1ccc(-n2ccc(C(F)(F)F)n2)cc1	97	34	75	14	102	1.6*	52	70	55
COc1cc(NCCCN=C(N)NC(N)=NC(C)C)c2ncccc2c1	59	44	78	22	87	31	75	87	56
O=CC(F)(F)F	106	101	106	110	99	106	88	·	105
O=S(=O)(O)C1CC2NC3C4CCCC(S(=O)(=O)O)C4C(Nc4ccccc4)CC3N(c3ccccc3)C2CC1Nc1ccccc1 (configuration not stated)	100	114	121	113	99	110	105	102	105
O=C1Cc2cccc(=O)c(O)c2C(=O)O1	99	92	96	103	112	101	91	116	·
